High-throughput results (PubChem BioAssay)
SENP8 block-1: blocks human SENP8 cleavage of Nedd8 substrate | Q96LD8 | recombinant SENP8, Nedd8 substrate fluorescence | inhibition, % at 20 µM | hit rate 0.64% among 360,000 | AID 602440; in the data active = inhibition mostly above about 40%, no sharp cut-off; inactive = mostly below about 27%
Target sequence (Q96LD8 whole entry, looked up): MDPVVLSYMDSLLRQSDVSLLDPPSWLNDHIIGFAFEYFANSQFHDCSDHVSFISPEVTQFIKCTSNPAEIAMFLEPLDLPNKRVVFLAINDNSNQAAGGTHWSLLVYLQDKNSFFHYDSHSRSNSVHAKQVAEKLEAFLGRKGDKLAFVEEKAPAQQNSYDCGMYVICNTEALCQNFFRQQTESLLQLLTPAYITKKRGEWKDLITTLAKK
MIN6 prolif: induces beta-cell replication in MIN6 cells. hit rate 0.29% among 330,000. MIN6 cells proliferation, ATPlite luminescence, 48 h; cells starved in 0.2% serum; 100% = growth in 10% serum. proliferation, % at 10 µM. AID 2380;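 active = compounds whose signal lies at least 3.5 SD above the mean of all wells on their plate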;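 also: 0% = DMSO-treated cells in low-serum medium and 100% = 10% serum control; some compounds called inactive have numbers as strong as hits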
SENP7 inh: SENP7 protease inhibition; hit rate 1.5% among 330,000; AID 434973; recombinant SENP7, Z-RLRGG-aminoluciferin luminescence, 40 min; inhibition, % at 5 µM;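 active = inhibition above about 50% at the single test dose, limit read from the data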;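 also: plate controls were DMSO with enzyme for no effect and no enzyme buffer wells for full effect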
Target sequence (Q9BQF6 706-1050 limits assumed): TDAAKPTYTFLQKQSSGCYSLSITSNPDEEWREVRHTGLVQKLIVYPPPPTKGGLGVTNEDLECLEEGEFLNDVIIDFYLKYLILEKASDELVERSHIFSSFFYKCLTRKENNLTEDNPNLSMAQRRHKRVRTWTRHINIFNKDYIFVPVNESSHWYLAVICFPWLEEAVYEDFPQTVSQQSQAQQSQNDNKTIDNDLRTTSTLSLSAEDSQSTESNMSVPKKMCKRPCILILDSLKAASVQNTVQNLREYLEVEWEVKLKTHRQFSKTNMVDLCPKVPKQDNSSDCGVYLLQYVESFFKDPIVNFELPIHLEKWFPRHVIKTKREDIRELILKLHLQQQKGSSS
SENP1 inh: SENP1 (human) catalytic domain inhibition. AID 624204. recombinant SENP1 catalytic domain, CyPet-SUMO1-YPet FRET cleavage. hit rate 0.21% among 360,000. inhibition, % at 10 µM;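 active = inhibition at least 30% at 10 µM, raw YFP signal under a set limit, fluorescence ratio 0.5 to 1.5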;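 also: 0% = enzyme with DMSO and 100% = no enzyme wells; some results filed as inactive read as strong as hits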
Target sequence (Q9P0U3 419-644 limits assumed): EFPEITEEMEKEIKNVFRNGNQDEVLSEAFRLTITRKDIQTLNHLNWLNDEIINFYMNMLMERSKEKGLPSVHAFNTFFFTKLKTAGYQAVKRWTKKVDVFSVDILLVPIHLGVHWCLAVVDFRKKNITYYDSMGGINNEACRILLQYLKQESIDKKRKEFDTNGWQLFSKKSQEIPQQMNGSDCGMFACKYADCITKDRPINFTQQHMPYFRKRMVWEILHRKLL
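Test system: hSENP1 catalytic domain, recombinant; Amount: 20 pM final SENP1 enzyme; Medium: Tris pH 8 buffer plus EDTA, NaCl, BME, BSA, NP40, catalase; Schedule: 50 min enzyme reaction, room temperature, light-protected; Technique: FRET fluorescence in CFP and YFP emission channels; Controls: no-enzyme wells low, DMSO-plus-enzyme wells high control.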
UBC13 polyUb: blocks human UBC13 polyubiquitin chain formation | inhibition, % at 20 µM | TR-FRET | AID 485273 | P61088 | hit rate 0.47% among 330,000; in the data active = inhibition above about 45%, passing the limit was not always enough
Target sequence (P61088 whole entry, looked up): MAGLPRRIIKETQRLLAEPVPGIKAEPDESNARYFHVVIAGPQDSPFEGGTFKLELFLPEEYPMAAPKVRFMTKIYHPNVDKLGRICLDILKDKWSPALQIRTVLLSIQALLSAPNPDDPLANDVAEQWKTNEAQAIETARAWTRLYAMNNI
HKDC1 inh: inhibitors of human hexokinase HKDC1; hit rate 0.16% among 340,000; inhibition, % at 20 µM; recombinant HKDC1, G6PDH/diaphorase resazurin coupled fluorescence; Q2TB90;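 active = inhibition above about 35% when tested at 20 µM, limit read from the data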;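 also: plate controls were DMSO wells with enzyme for no effect and DMSO wells lacking enzyme for full effect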
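test system = in-house recombinant HK5 (HKDC1) enzyme | amount = HKDC1 at 5 µg/mL | control set = DMSO-enzyme wells negative, buffer-substituted wells positive | compound = one dose of 20 µM, 1% DMSO | schedule = reaction time 90 min, room temperature, protected from light | technique = resorufin fluorescence at 613 nm | reagent = glucose with 1 mM ATP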
SENP6 block: blocks the human protease SENP6; Recombinant SENP6 catalytic domain, aminoluciferin luminescence; inhibition, % at 10 µM; hit rate 1.8% among 330,000;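 active = inhibition above about 50% at the single tested dose, limit read from the data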;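 also: plate controls were DMSO wells with enzyme for no effect and DMSO wells lacking enzyme for full effect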
PfGluPho inh: PfG6PD (Plasmodium falciparum) enzyme inhibition | PfGluPho enzyme, NADPH resazurin-diaphorase fluorescence | inhibition, % at 20 µM | hit rate 0.78% among 350,000 | AID 504690;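 active = inhibition reaching at least a set limit at 20 µM in the primary screen, cut at about 59% in these data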;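 also: 0% = DMSO wells with substrate and 100% = DMSO wells lacking glucose-6-phosphate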
SENP8 block-2: inhibitors of human SENP8 protease | AID 2540 | Q96LD8 | inhibition, % at 10 µM | purified SENP8, Z-RLRGG-aminoluciferin cleavage, luminescence | hit rate 1.2% among 330,000; in the data active = inhibition above about 50%
Starred values were filed as active, the others as inactive; x = no result given.

SMILES	SENP8 block-1	MIN6 prolif	SENP7 inh	SENP1 inh	UBC13 polyUb	HKDC1 inh	SENP6 block	PfGluPho inh	SENP8 block-2
Nc1nnc(SCc2ccccc2Cl)s1	2	-2	-7	2	-10	2	-6	4	-8
CCCCOC(=O)C(C)c1c(C)[nH]c(=S)[nH]c1=O (stereo not drawn)	18	2	10	1	1	-5	-15	-8	-3
Cc1ccc(OCc2cc(C(=O)N(C)CCc3ccccn3)no2)cc1C	-2	-4	-1	-8	-3	-3	4	7	1
COc1ccc(OC)c(NC(=O)C2CC(C)=C(C)CC2C(=O)O)c1 (stereo not drawn)	-8	1	1	1	4	6	5	0	-3
COC(=O)/C(C#N)=C/c1c(-c2ccccc2)nc2n1CCS2	-22	2	2	-21	-1	-4	9	-9	-8
COc1ccc(CC2(C)OC(c3ccccc3)=NN2C(C)=O)cc1 (stereo not drawn)	4	0	1	0	-4	-11	0	2	3
COc1ccc(NS(=O)(=O)c2ccc(C)c(C(=O)NNC(=O)c3ccccc3O)c2)cc1	-11	2	-4	-1	-6	3	-13	-33	-9
CCOc1ccc(NC(=O)C2CCCN2C(=O)NC2CCCCC2)cc1 (stereo not drawn)	12	1	-3	2	8	2	-17	-8	3
O=C(N/N=C/c1ccc(Cl)cc1Cl)c1cccc(F)c1	20	-2	88*	1	14	-3	89*	5	77*
CCOC(=O)c1ccccc1NC(=O)COC(=O)CCC(=O)N1CCOCC1	7	-2	-10	1	-1	-8	-8	-6	-2
Cc1ccc(N(C)S(=O)(=O)c2cccc(C(=O)N(C)Cc3cnn(-c4ccccc4)c3)c2)cc1	5	-5	0	1	-6	6	-10	-1	9
CCN1CCN(C(CNS(=O)(=O)c2ccc(Br)cc2)c2cccnc2)CC1 (stereo not drawn)	4	1	8	0	10	2	2	18	1
COc1ccc(CN2CC(=O)N(c3ccc(Cl)cc3)C2=S)cc1OC	10	-5	-8	1	-4	6	10	-6	-13
O=C(NNC(=O)c1ccc([N+](=O)[O-])cc1)c1ccc(F)cc1	27	0	6	1	-4	-2	-38	12	-7
Cc1cc(SCC(=O)N/N=C/c2ccccc2C(=O)O)c(C)cc1Br	20	-4	4	1	0	1	19	-39	9
Cc1c(NC(=O)c2ccc(C(=O)Nc3c(C)n(C)n(-c4ccccc4)c3=O)cc2)c(=O)n(-c2ccccc2)n1C	2	-4	-2	1	-4	-5	-12	-2	7
Cc1ccc(C(=O)Nc2ccc(C(=O)N/N=C/c3cccnc3)cc2)cc1	6	0	-7	1	-6	1	-21	-27	-14
OCCC1CN(Cc2ccccc2-c2ccco2)CCN1C1CCCC1 (stereo not drawn)	1	-3	-4	-6	-6	-5	-15	7	-2
O=C(Cc1ccccc1)N/N=C/c1ccc(OCC(=O)Nc2ccccc2)cc1	20	-7	-1	2	0	0	10	-1	5
O=C(Cn1cc([N+](=O)[O-])cn1)N1CCN(Cc2ccc3c(c2)OCO3)CC1	6	0	-4	1	-2	-6	-6	8	2
Cn1c(Cn2cnc([N+](=O)[O-])n2)nnc1SCC(=O)Nc1cccc(Cl)c1	21	-2	0	3	7	-9	3	32	-2
CC(=O)Nc1cc(C(F)(F)F)ccc1Oc1cccc(Br)c1	-23	-5	0	-1	0	-1	0	19	6
O=C(NNC(=O)c1ccccc1Cl)c1ccc2c(c1)OCCO2	-4	-4	-5	0	0	-2	-11	10	-3
Cc1c(NC(=O)c2ccc3c(c2)OCO3)cccc1-c1nc2ccccc2o1	6	-4	2	5	-10	0	2	0	-12
Cc1cccc(NC(=O)c2nnn(-c3cccc(C(F)(F)F)c3)c2N)c1	4	-3	-14	2	-11	-6	-1	13	-7
CNS(=O)(=O)c1cccc2nsnc12	18	1	-8	0	7	-4	-2	15	-2
Fc1ccc(-c2nn(-c3ccccc3)cc2CNCc2ccccc2)cc1	12	-6	5	2	26	-1	8	9	-1
C=CCSc1nc2c(c(=O)[nH]c(=O)n2C)n1CC	22	0	-11	3	-5	-3	-16	49	-13
COc1cc(-n2c(C)nc3cc(C(=O)N4CCOCC4)ccc32)cc(OC)c1OC	14	-1	-16	1	-3	2	-7	0	-11
COc1ccc(CCN(C)c2ccc(C(N)=O)cc2[N+](=O)[O-])cc1OC	13	3	-1	-1	-16	-5	8	12	3
CCCNC(=O)CS(=O)Cc1nc(-c2cccc(OC)c2)oc1C (stereo not drawn)	-2	8	1	1	4	-6	4	5	6
Cc1ccccc1-n1c(-c2ccoc2C)n[nH]c1=S	6	0	2	0	4	3	-10	46	-6
Cn1cc([N+](=O)[O-])c(C(=O)Nc2cc(Oc3ccccc3)cc([N+](=O)[O-])c2)n1	20	x	x	0	x	-5	x	10	x
Cc1ccc(C(C)n2cc(C(=O)NCCN3CCN(C)CC3)nn2)cc1 (stereo not drawn)	21	-1	-6	-2	2	-4	-12	-12	-7
Cc1cc2oc3c(c(=O)c2cc1C)C(c1ccc(C(C)C)cc1)N(CCCN1CCOCC1)C3=O (stereo not drawn)	-7	-1	2	-1	9	-15	-6	11	7
CCOc1ccc(C2C(=O)N(C3CCCCC3)CC(=O)N2CC2CCCO2)cc1OC (stereo not drawn)	12	-1	-11	2	12	-4	-10	-4	-1
COc1ccccc1Oc1ccc(N2CC(C(=O)OCC(=O)c3ccc(F)cc3)CC2=O)cc1 (stereo not drawn)	-4	0	-5	1	-4	-6	-9	8	-17
C[C@@H]1CC[C@]2(C(=O)O)CC[C@]3(C)C(=CCC4[C@]56CC[C@@](O)(OC5)C(C)(C)C6CC[C@]43C)C2[C@H]1C (stereo partly drawn)	0	-6	9	2	-36	7	8	-29	26
CCN(CC)CCNC(=O)c1ccc(NC(=O)c2ccc(Cl)c(S(=O)(=O)N3CCCCCC3)c2)cc1	29	-6	-3	0	22	-3	-9	-15	-6
O=C(CSc1ccccc1)Nc1cccc(NC(=O)c2ccco2)c1	5	-1	4	2	2	-11	-4	6	-8
CNC(=O)c1c(NC(=O)c2ccc(S(=O)(=O)N3CC(C)OC(C)C3)cc2)sc2c1CCN(C(C)C)C2 (stereo not drawn)	-10	4	1	-27	-3	-3	-3	12	1
CCC1=NN(C(=O)c2ccccc2Br)C(O)(c2ccc(Br)cc2)C1 (stereo not drawn)	23	-1	2	4	-2	0	5	-14	-7
CCN(CC)C(=O)[C@H]1CC(CC(=O)NCCC2=CCCCC2)C(=O)N2CCc3c([nH]c4ccc(OC)cc34)[C@]12C (stereo partly drawn)	0	x	8	3	x	-4	x	10	x
Cc1c(NC(=O)/C(=C/c2cccs2)NC(=O)c2ccccc2)c(=O)n(-c2ccccc2)n1C	12	5	2	2	-7	1	-12	-19	-1
CCOC(=O)c1cnc(SCC(=O)c2ccc3c(c2)OCCO3)nc1N	8	-2	1	2	2	8	4	5	1
COc1ccc2c(CC(=O)OCC(=O)c3ccc(F)cc3)coc2c1	-14	0	-2	-4	-6	-1	-16	-8	-8
Cc1ccc2oc(=O)cc(CN3CCN(C/C=C/c4ccccc4)CC3)c2c1	22	-1	-4	2	6	1	9	5	5
COc1nc(NC2OC(CO)C(O)C(O)C2O)c(N)c(=O)[nH]1 (stereo not drawn)	-92	x	x	-61	x	-4	x	1	x
CSc1ccccc1-c1nnc(-c2ccc(Cl)c(Cl)c2)o1	-496	-1	-1	2	22	-3	4	18	-20
COC(=O)c1c(-c2ccc(C)cc2)csc1N	6	-2	-3	-2	10	-3	2	19	7
COc1ccc(NC(=S)NC(NC(C)=O)C(Cl)(Cl)Cl)c([N+](=O)[O-])c1 (stereo not drawn)	19	1	5	2	-2	-8	5	30	0
CC12CCC(=O)N1C(C(=O)NCCc1ccc(S(N)(=O)=O)cc1)CS2 (stereo not drawn)	6	2	17	2	-12	2	-7	-9	-4
CC(C)CC(NC(=O)c1ccc(C#CC(C)(C)O)s1)C(=O)O (stereo not drawn)	-17	-2	-6	1	0	-5	12	-5	4
COc1ccc(C(OC(=O)c2ccco2)C(=O)NC2CCCC2)cc1OC (stereo not drawn)	11	0	1	2	3	2	-12	14	4
Cc1nn(Cc2noc(C(=O)NCc3ccccn3)n2)c(C)c1Br	24	1	-2	4	6	-5	13	-6	-3
CC(=O)C(Cc1ccccc1)NC(=O)COC(=O)c1ccc(-n2cnnn2)cc1 (stereo not drawn)	-11	-4	-10	-2	-10	-4	8	4	-6
COc1ccc(N2C(=NC(=O)C3CCCCC3)SC3CS(=O)(=O)CC32)cc1Cl (stereo not drawn)	13	0	5	0	0	1	-8	14	5
O=C(COC(=O)c1ccco1)NCCNC(=O)COC(=O)c1ccco1	3	-1	-6	-1	1	-5	17	3	-12
COC(=O)c1cc(NC(=O)c2cc3ccccc3o2)cc(C(=O)OC)c1	9	-1	-16	3	0	3	-26	5	3
CS(=O)(=O)c1ccc(C(=O)OCC(=O)NC23CC4CC(CC(C4)C2)C3)cc1[N+](=O)[O-]	31	-5	2	3	-13	33	2	18	1

Six successive records out of the list so far:
SMILES	SENP8 block-1	MIN6 prolif	SENP7 inh	SENP1 inh	UBC13 polyUb	HKDC1 inh	SENP6 block	PfGluPho inh	SENP8 block-2
Cc1c(NC(=O)/C(=C/c2cccs2)NC(=O)c2ccccc2)c(=O)n(-c2ccccc2)n1C	12	5	2	2	-7	1	-12	-19	-1
CCOC(=O)c1cnc(SCC(=O)c2ccc3c(c2)OCCO3)nc1N	8	-2	1	2	2	8	4	5	1
COc1ccc2c(CC(=O)OCC(=O)c3ccc(F)cc3)coc2c1	-14	0	-2	-4	-6	-1	-16	-8	-8
Cc1ccc2oc(=O)cc(CN3CCN(C/C=C/c4ccccc4)CC3)c2c1	22	-1	-4	2	6	1	9	5	5
COc1nc(NC2OC(CO)C(O)C(O)C2O)c(N)c(=O)[nH]1 (stereo not drawn)	-92	x	x	-61	x	-4	x	1	x
CSc1ccccc1-c1nnc(-c2ccc(Cl)c(Cl)c2)o1	-496	-1	-1	2	22	-3	4	18	-20

(listing goes on)
SMILES	SENP8 block-1	MIN6 prolif	SENP7 inh	SENP1 inh	UBC13 polyUb	HKDC1 inh	SENP6 block	PfGluPho inh	SENP8 block-2
CN1C(=O)NC(=O)C1c1ccccc1 (stereo not drawn)	24	x	x	-1	x	2	x	12	x
C=CCn1c(SCC(=O)Nc2nc(C)cs2)nnc1C(NC(=O)c1ccccc1)C(C)C (stereo not drawn)	11	0	4	1	-2	-4	-16	5	0
CCCc1nc2ccccc2c(=O)n1NC(=O)c1c(O)c2ccccc2n(C)c1=O	-69	-6	1	2	47*	3	-8	-6	4
CCCn1c(=O)c2c(nc3n2CCS3)n(C)c1=O	7	-1	-6	0	10	-13	-20	4	-5
O=C(COC(=O)c1c(Cl)cccc1Cl)Nc1ccccc1Br	-19	1	8	2	-4	-2	21	2	7
COc1ccc(S(=O)(=O)N2CCCCC2)cc1NC(=O)CCC(=O)N1CCC(c2ccccc2)=N1	-25	x	x	4	x	-2	x	-1	x
Cc1ccc(CNC(=O)CS(=O)(=O)c2cn(CC(=O)N3CCOCC3)c3ccccc23)cc1	10	1	-4	0	9	4	0	25	-7
Cc1ccc(S(=O)(=O)N2CCN(CCO)CC2)cc1-c1nnc2c3ccccc3c(C)nn12	-15	-3	3	2	1	-9	6	-1	-2
O=C(COc1ccccc1)Nc1nnc(S(=O)(=O)N2CCCC2)s1	-2	-1	-1	-5	-9	-5	-7	-5	3
